Assay outcomes deposited in PubChem BioAssay by National Center for Advancing Translational Sciences (NCATS).
Eya2 phos inh: qHTS Assay for Inhibitors of the Phosphatase Activity of Eya2; Protein phosphatase EYA2 (Homo sapiens), O00167; recombinant Eya2, OMFP fluorescence dephosphorylation (OMFP is methylfluorescein phosphate); Potency, µM (highest dose often 76.9 µM), without a hit: top-dose activity, negative = inhibition, hits mostly inhibitors; hit rate 0.006% among 330,000; AID 488837, 2010; also: potency is read from the fitted curve at half-maximal effect; % is scaled to controls: 0 for no effect and ±100 for the full control effect
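Eya2 protein (added as 0.2 uM solution) was preincubated with compound for 10 min at ambient temperature in 50 mM HEPES pH 7.5, 50 mM NaCl, 5 uM MgCl2, 0.05% BSA, 1 mM DTT. OMFP (added at 50 uM) then reacted 10 min; fluorescence read at 485/525 nm.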
TRPV1 agonist: HTS Assay for Compounds that Act as Agonists of the Vanilloid Receptor 1. Transient receptor potential cation channel subfamily V member 1 (Homo sapiens), Q8NER1. TRPV1-expressing cells, Fluo-8 calcium influx, agonist mode. activation, % at 8.33 µM. hit rate 0.19% among 320,000; in the data active = activation above about 80%; inconclusive = between about 30% and that limit; also: 0% is about no effect
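Fluo-8 calcium influx in TRPV1-expressing cells, kinetic read (ex 480/em 520 nm). Compound added and read 3 min for agonist activity, followed by capsaicin at EC20 final and 2 min further read for enhancement.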
USP2a block: qHTS Assay for Inhibitors of Ubiquitin-specific Protease USP2a Using CHOP2 as the Reporter. Ubiquitin carboxyl-terminal hydrolase 2 (Homo sapiens), O75604. USP2 core, Ub-CHOP2 coupled fluorogenic reporter, 485/531. Potency, µM (series often up to 38.3 µM), for inactives: at the top dose activity change, negative = inhibition, actives largely listed as inhibitors. hit rate 0.01% among 330,000. AID 463254, 2010;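 also: potency is read from the fitted curve at half-maximal effect; plate controls were DMSO wells for no effect and full inhibition by NEM control for full effect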
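Deubiquitinase activity read as fluorescence (485/531 nm) after Ub-CHOP2 cleavage activates the enterokinase reporter on its substrate; USP2 core 10nM, Ub-CHOP2 and substrate 25nM each, 30min compound preincubation then 60min RT; data normalized to NEM, curves fitted.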
TSG101-PTAP inh: qHTS Assay for Iinhibitors of HIV-1 Budding by Blocking the Interaction of PTAP/TSG101; Tumor susceptibility gene 101 protein (Homo sapiens), Q99816; Fluorescence polarization, FITC-PTAP peptide / Tsg101 binding; Potency, µM (doses to about 115 µM), for the others: at the highest dose activity change, negative = inhibition, actives largely listed as inhibitors; AID 493005, 2010; 340,000 tested, under 10 active; active = well fitted inhibition curve with a large enough effect in the main read-out, with a control signal flat, not every such curve was filed as active; inconclusive = small, poorly fitted or top-dose-only effect, or effect the other way, or a change in a side signal; inactive = no such curve, though single readings can be large or run the other way; also: potency is read from the fitted curve at half-maximal effect; % of control where 0% means no effect
Target sequence (Q99816 whole entry, looked up): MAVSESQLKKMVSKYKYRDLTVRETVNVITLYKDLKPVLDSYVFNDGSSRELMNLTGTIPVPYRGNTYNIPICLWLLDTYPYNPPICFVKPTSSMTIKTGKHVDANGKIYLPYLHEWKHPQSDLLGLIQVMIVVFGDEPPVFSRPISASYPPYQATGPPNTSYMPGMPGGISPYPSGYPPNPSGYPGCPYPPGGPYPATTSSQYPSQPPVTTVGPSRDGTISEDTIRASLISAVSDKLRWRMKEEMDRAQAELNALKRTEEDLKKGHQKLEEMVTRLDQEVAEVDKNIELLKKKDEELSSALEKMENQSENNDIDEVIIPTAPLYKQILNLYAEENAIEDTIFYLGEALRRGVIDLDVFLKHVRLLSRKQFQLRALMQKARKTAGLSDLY
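Tsg101 binding domain (10 uM final) was mixed with compound and a FITC-labeled PTAP peptide (50 nM final) in HEPES pH 7.5 buffer with NaCl, Tween 20, EDTA and TCEP; fluorescence polarization was read after 20 min at r.t.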
ELG1 genotoxic: qHTS screen for small molecules that induce genotoxicity in human embryonic kidney (HEK293T) cells expressing luciferase-tagged ELG1; HEK293T ELG1-luciferase reporter, luminescence, 16 h; Potency, µM (highest dose often 46 µM), without a hit: at the highest dose activity change, positive = activation, usual class: activators; hit rate 1.3% among 330,000; AID 504466, 2011; also: potency is read from the fitted curve at half-maximal effect; % of control where 0% means no effect; nearly all actives have a fitted effect of over 60% in size
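HEK293T cells expressing luciferase-tagged ELG1 were exposed to compound or DMSO vehicle for 16 hr at 37 °C and 5% CO2. Luciferase activity was then measured with ONE-Glo after 30 min at room temperature.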
BRCA1 expr up: qHTS Assay to Identify Small Molecule Activators of BRCA1 Expression. MCF7-BRCA1-FFLuc reporter, luminescence, 48 h; response scale: scaled: vehicle 0%, 10 µM genistein 100%. hit rate 1.1% among 380,000. Potency, µM (highest dose often 46.1 µM), for inactives: at the highest dose activation, usual class: activators; also: potency is read from the fitted curve at half-maximal effect; nearly all actives have a fitted effect of over 80% in size; some results filed as inactive show a strong effect at the top dose
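Activators of BRCA1 expression were detected as increased firefly luciferase luminescence in engineered MCF7 cells after 48 h compound incubation. Signals were scaled to genistein 10 microM as full activation.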
uPA generation: qHTS for Inhibitors of Cell Surface uPA Generation | AID 540303, 2011 | cell surface uPA generation assay, qHTS | Potency, µM (doses to about 38.3 µM), for the others: at the highest dose activity change, negative = inhibition, actives largely listed as inhibitors | hit rate 0.31% among 330,000; active = well fitted inhibition curve with a large enough effect; inconclusive = small, poorly fitted or top-dose-only effect; inactive = no such curve, though single readings can be large or run the other way; tested in mouse RAW 264.7 cells; also: potency is read from the fitted curve at half-maximal effect; % is scaled to controls: 0 for no effect and ±100 for the full control effect; nearly all actives have a fitted effect of over 55% in size
B2AR arrestin: qHTS assay of beta-arrestin-biased ligands of beta2-adrenergic receptor. hit rate 0.02% among 330,000. Beta-2 adrenergic receptor (Homo sapiens), P07550. Potency, µM (top dose mostly 46.1 µM), inactives show at the top dose activation, actives largely listed as activators. beta-arrestin recruitment to beta2AR, cell-based reporter;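 also: potency is read from the fitted curve at half-maximal effect; 0% = DMSO controls and full agonism = EC100 isoproterenol or metaproterenol; nearly all actives have a fitted effect of over 65% in size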
Target sequence (P07550 whole entry, looked up): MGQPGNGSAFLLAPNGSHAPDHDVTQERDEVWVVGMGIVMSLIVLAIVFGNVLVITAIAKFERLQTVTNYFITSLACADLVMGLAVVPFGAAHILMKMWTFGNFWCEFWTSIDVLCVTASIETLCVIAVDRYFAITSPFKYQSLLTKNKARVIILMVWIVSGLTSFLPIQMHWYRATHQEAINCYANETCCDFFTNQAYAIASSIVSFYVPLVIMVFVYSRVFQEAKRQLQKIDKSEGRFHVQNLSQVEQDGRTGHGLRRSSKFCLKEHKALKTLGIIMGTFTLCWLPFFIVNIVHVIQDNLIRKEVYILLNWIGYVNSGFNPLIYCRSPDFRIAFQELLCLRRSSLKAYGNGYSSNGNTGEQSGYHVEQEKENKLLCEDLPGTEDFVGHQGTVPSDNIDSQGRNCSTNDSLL
S-ASM inh: Inhibitors of Secretory Acid Sphingomyelinase (S-ASM): qHTS | Sphingomyelin phosphodiesterase (Homo sapiens), P17405 | placental ASM, HMU-PC fluorogenic substrate, 60 min | Potency, µM (titrated, usually from 57.5 µM), for the others: at the top dose activity change, negative = inhibition, hits mostly inhibitors | hit rate 0.006% among 340,000; also: potency is read from the fitted curve at half-maximal effect
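qHTS format. ASM enzyme prepared from human placenta hydrolyses the fluorogenic substrate HMU-PC0 (9 uM final) over 60 min at 37 °C after a 10 min compound preincubation.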
p53 reactivation: qHTS assay for re-activators of p53 using a Luc reporter | Potency, µM (top dose mostly 92.2 µM), without a hit: top-dose activity change, positive = activation, most hits filed as activators | H1299 p53-A138V BP100-luciferase reporter, luminescence, 24 h | hit rate 0.063% among 320,000; also: potency is read from the fitted curve at half-maximal effect; % of control where 0% means no effect; nearly all actives have a fitted effect of over 45% in size
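p53-null H1299 cells stably carrying temperature-sensitive p53-A138V and a BP100-luciferase reporter were pinned with compounds (4-point, 1:5 series) and held 24 hrs at 37 deg C. Luminescence was read 10 min after detection reagent.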
a7 integrin act: qHTS for Activators of Integrin-Mediated Alleviation for Muscular Dystrophy | alpha7betagal myoblasts, beta-gal FDG fluorescence, 48 h | hit rate 0.064% among 350,000 | Potency, µM (titrated, usually from 38.3 µM), for inactives: at the top dose activation, hits mostly activators;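 also: potency is read from the fitted curve at half-maximal effect; 100% = response of the positive control SU9516; nearly all actives have a fitted effect of over 60% in size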
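Alpha7betagal+/- myoblasts (passage 13) were plated 16-24 hr, then exposed to compounds (1:260 dilution of DMSO stock) for 48 hours at 37C. After MPER lysis, β-galactosidase reporter activity was read as FDG fluorescence (ex 480/em 540) after 30 minutes.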
* = called active by the depositor; ? = inconclusive; · = not tested or not shown; [ ] = remark or other dose. Unless noted, calls follow the shape of the dose curve; as a rule, active = well fitted curve in the direction sought with a large enough effect; inconclusive = small, poorly fitted or top-dose-only effect, or another doubt; inactive = no such curve, though single readings can be large; an effect the other way counts as inactive or inconclusive.

SMILES | Eya2 phos inh | TRPV1 agonist | USP2a block | TSG101-PTAP inh | ELG1 genotoxic | BRCA1 expr up | uPA generation | B2AR arrestin | S-ASM inh | p53 reactivation | a7 integrin act
Cc1cc(C)c(C#N)c(Cl)n1 | -6% | 0 | -1% | -2% | 1% | 4% | 3% | 0.4% | -2% | 0% | 33%
Cc1cc(O)c(C(=O)/C=C/c2ccccc2)c(=O)o1 | -16% | 4 | -10% | 1% | -3% | -45% | -3% | -0.9% | 0% | 6% | -9%
Cc1ccc(CNC(=O)COC(=O)CN2C(=O)C3CC=CCC3C2=O)cc1 (centres undefined) | -23% | · | -6% | -8% | 0% | 0% | 14% | 0.2% | 86% | -6% | -14%
Cc1cccc(N(CC(=O)NCc2ccco2)C(=O)CCC(=O)Nc2ccccn2)c1C | 0% | 3 | 1% | -9% | -7% | 3% | 2% | 0.4% | -2% | -3% | 5%
CSc1nc(N)nc2c1ncn2CC(=O)N1CCN(c2ccccn2)CC1 | 3% | · | 1% | -3% | -1% | 6% | 1% | -0.6% | -5% | 12% | 34%
O=C(Nc1ccc(N2CCOCC2)c(Cl)c1)C1CCCCC1 | 9% | ? | 0% | -3% | ? | 51% | -1% | -1.0% | 2% | 16% | -19%[7.66 µM]
COc1ccc(OC)c(NC(=O)[C@H]2CC=CC[C@H]2C(=O)O)c1 | 2% | 0 | 3% | -2% | 1% | 0% | 1% | -0.2% | 1% | 2% | -35%
CCCS(=O)(=O)c1ccc(COC(=O)c2ccc(NC(C)=O)cc2)cc1 | -11% | -1 | 11% | -4% | -3% | 0% | 1% | -0.1% | -3% | 5% | 6%
CC1CCCCN1c1ncnc2ccccc12 (centres undefined) | -1% | 4 | 1% | -9% | -8% | -67% | -21% | 0.2% | 6% | 2% | -37%
C=CCOc1ccc(/C(CC)=N/O)cc1OC | 15% | 2 | 8% | -1% | 18% | 37% | -1% | 0.5% | 1% | 3% | 22%
CCCCn1c(=O)c2ccccc2c2ccccc2c1=O | 5% | 19 | 1% | -4% | 7% | -11% | -3% | -0.5% | -10% | -6% | 17%
COc1ccc(NC(=O)/C=N/O)cc1 | -3% | 1 | 2% | -9% | -1% | -3% | 0% | -0.1% | -3% | -1% | 48%
CC(OC(=O)CSc1ccc([N+](=O)[O-])cc1)C(=O)NCc1ccccc1 (centres undefined) | -13% | -5 | 0% | -3% | -1% | -14% | -8% | 0.2% | -4% | 1% | 3%
CCC(=O)Nc1cccc(C2=NOC3(C2)C[C@@H](C(N)=O)N(C(=O)C(c2ccccc2)c2ccccc2)C3)c1 (some centres undefined) | 9% | -1 | 0% | -4% | 5% | 0% | 8% | 3.5% | -1% | -2% | 10%
Cn1c(N)c(C(=O)COC(=O)Cc2cccs2)c(=O)n(C)c1=O | -5% | · | 4% | 0% | 1% | -23% | 7% | 0.3% | -4% | 1% | 0%
Cc1ccc(C)c(-n2nnnc2SCC(=O)Nc2cccc(-c3nnc4n3CCCCC4)c2)c1 | -2% | -2 | -9% | 6% | -13% | 4%[1.84 µM] | -3% | 2.4% | 3% | 11% | ?
Cc1onc(-c2ccccc2)c1C(=O)Nc1sc2c(c1C#N)CCC2 | -17% | 14 | 3% | -1% | -11% | -83% | · | -0.1% | -14% | -14% | -11%[7.66 µM]
Nc1c(S(=O)(=O)c2cccs2)c2nc3ccccc3nc2n1CC1CCCO1 (centres undefined) | -14% | 7 | 0% | -9% | -1% | -14% | · | -0.1% | · | · | 5%
Cc1ccc(-n2cc(-c3ccccc3)[nH]c2=O)cc1F | 10% | ? | 2% | 0% | ? | ? | -2% | 0.1% | 0% | ? | 6%
O=C(CSc1nnc(NC(=O)Cc2ccccc2)s1)NCc1ccco1 | 13% | 1 | 1% | -4% | 0% | -17% | 5% | -0.2% | -2% | 1% | -19%
S=C(c1c[nH]c2ccc(Br)cc12)N1CCOCC1 | 1% | 28 | 2% | -6% | -19% | 12% | -20% | 0.0% | -3% | ? | 16%
COc1cccc(Cn2c(-c3cccs3)noc2=O)c1 | -4% | 2 | 2% | -4% | -1% | 11% | · | -0.6% | 4% | 4% | 25%[7.66 µM]
COc1ccccc1-c1ccc(/C=C2/C=C(C)OC2=O)o1 | 4% | 1 | -2% | 3% | 2% | -10% | -5% | -0.4% | 91%[activator] | -2% | ?
Cc1cccc(N/C(N)=N/c2nc3c(c(=O)[nH]2)CCCC3)c1 | -9% | 3 | -10% | -4% | 0% | -24% | 2% | 0.1% | 1% | 3% | -24%[7.66 µM]
COc1ccccc1NC(=O)N(c1c(N)n(Cc2ccccc2)c(=O)[nH]c1=O)C1CCCC1 | -7% | 3 | -6% | -2% | -2% | -11% | -1% | -0.6% | 0% | -6% | -12%
O=C(COC(=O)c1cccc(F)c1)NCCC1=CCCCC1 | -4% | · | -6% | -1% | 2% | -20% | 2% | -0.4% | -5% | 7% | 21%
O=C(c1ccc(=O)oc1)N1CCC(C(O)(c2ccccc2)c2ccccc2)CC1 | 10% | -2 | 0% | -1% | -2% | 7% | 0% | 0.4% | 12% | 0% | -17%
Cn1c(/N=C/c2c[nH]c3ccccc23)nc2ccccc21 | -8% | 0 | 4% | -3% | -2% | -6% | 1% | -0.2% | -3% | -4% | -6%
CC(C)Oc1ccc(C(=O)NC(Cc2c[nH]c3ccccc23)C(=O)NN)cc1 (centres undefined) | 0% | 3 | 3% | -5% | 2% | 18% | 7% | -0.1% | -2% | 2% | -11%
COC(=O)c1ccc(-c2ccc(/C=N/N3C(=O)C4C5C=CC(CC5)C4C3=O)o2)cc1 (centres undefined) | 1% | 6 | 1% | -1% | -7% | 31% | 0% | 0.1% | 135%[activator] | -3% | -11%
COC(=O)c1c(NC(=O)/C=C/C(=O)O)sc(C)c1-c1ccc(C)cc1 | -2% | 2 | -1% | -1% | -3% | 32% | -14% | -0.5% | 7% | -1% | -13%
O=C(/C=C/c1ccc(F)cc1)NC(Cc1c[nH]c2ccccc12)C(=O)O (centres undefined) | 0% | 2 | 0% | -1% | 0% | 1% | 1% | 0.3% | 5% | 4% | 0%
COc1ccccc1N1CCN(Cc2ccc(-c3ccccc3[N+](=O)[O-])o2)CC1 | 6% | 8 | -1% | 1% | -5% | -22% | 14% | -0.1% | -1% | · | 1%
